CHT inh: human CHT choline transport inhibition. Q9GZV3. B-score at 10 µM. actives 0.86% (n = 310,000). CHT-expressing cells, membrane potential dye, choline response; hits give low values;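 active means B-score over 3 SD under the library average, and starting fluorescence ratio not unusually high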;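 further: choline stimulus applied at its EC90 after an EC20 pre-addition; B-score computed on integrated fluorescence ratio after choline addition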
Target sequence (Q9GZV3 whole entry, looked up): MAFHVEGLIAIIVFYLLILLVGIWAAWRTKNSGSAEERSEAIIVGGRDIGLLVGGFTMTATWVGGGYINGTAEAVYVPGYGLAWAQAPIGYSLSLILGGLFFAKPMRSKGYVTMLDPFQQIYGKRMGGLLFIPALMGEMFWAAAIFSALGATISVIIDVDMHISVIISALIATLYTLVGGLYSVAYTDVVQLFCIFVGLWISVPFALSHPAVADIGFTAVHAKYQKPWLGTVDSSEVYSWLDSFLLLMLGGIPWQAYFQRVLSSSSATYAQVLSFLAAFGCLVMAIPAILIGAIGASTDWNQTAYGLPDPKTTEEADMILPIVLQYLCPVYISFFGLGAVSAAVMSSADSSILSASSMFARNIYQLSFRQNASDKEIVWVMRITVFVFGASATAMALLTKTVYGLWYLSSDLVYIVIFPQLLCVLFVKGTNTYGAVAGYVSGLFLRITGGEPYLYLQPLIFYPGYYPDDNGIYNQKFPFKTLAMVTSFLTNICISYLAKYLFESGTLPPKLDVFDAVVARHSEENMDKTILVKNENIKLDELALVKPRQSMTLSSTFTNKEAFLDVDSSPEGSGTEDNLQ
CHT PAM: allosterically activates the human high affinity choline transporter; Q9GZV3; CHT-expressing cells, membrane potential dye, choline EC20; hits give high values; LV-AA mutant CHT in HEK293 cells; B-score at 10 µM; actives 0.49% (n = 310,000); AID 488977;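 active means initial fluorescence not abnormally high and integrated response B-score, plate-corrected, over 3 SD above library mean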
Active calls of the source: *; i = inactive.

Start of the listing, in advance:
The line under a structure holds: CHT inh	CHT PAM
> Cc1ccc(S(=O)(=O)N2CCCCC2)cc1NC(=O)COC(=O)c1ccc2c(c1)OCO2
 : i	i
> CC(=O)NCc1c(Cl)cccc1-n1cccc1
 : i	i

The list itself (from the top)
The line under a structure holds: CHT inh	CHT PAM
> Cc1ccc(S(=O)(=O)N2CCCCC2)cc1NC(=O)COC(=O)c1ccc2c(c1)OCO2
 : i	i
> CC(=O)NCc1c(Cl)cccc1-n1cccc1
 : i	i
> O=S(=O)(NCc1nc2ccccc2[nH]1)c1ccccc1
 : i	i
> Cn1c(=O)c(=O)n(C)c2cc(N3CCOCC3)c(NS(=O)(=O)c3ccc(Br)cc3)cc21
 : i	7.07*
> CCOC(=O)NC(=S)Nc1ccc(C(C)(C)C)cc1
 : i	i
> Cc1cc(C(=O)COC(=O)c2n[nH]c3ccccc23)c(C)n1CC1CCCO1 (stereo not given)
 : i	i
> Cc1cc(C(=O)C(C)OC(=O)C2=NNC(=O)CC2)c(C)n1-c1ccc(OC(F)F)cc1 (stereo not given)
 : i	i
> Cc1ccc2c(c1)cc(CN(CCc1ccccc1)C(=O)N1CCOCC1)c1nnnn12
 : i	i
> O=C(CN(C1CCCCC1)S(=O)(=O)c1ccc(F)cc1)NCCCO
 : i	i
> COc1ccc(-c2csc(N3CCC(c4ccccc4)C3)n2)cc1 (stereo not given)
 : i	i
> Cc1csc(=Nc2c(C)n(C)n(-c3ccccc3)c2=O)n1Cc1ccccc1
 : i	i
> CC(=O)Nc1cccc(NC(=O)c2ccccc2OCc2ccccc2)c1
 : i	i
> COC(Cc1n[nH]c(=S)n1-c1ccccc1)OC
 : i	i
> Cc1cc(C)c2c(CC(=O)NC(C)C)coc2c1
 : i	i
> COCCN(C(=O)CSc1nnc(-c2ccccc2F)n1N)c1c(N)n(Cc2ccccc2)c(=O)[nH]c1=O
 : i	i
> COc1cc(C2CC(=O)Oc3c(C(CCN4CCCC(C)C4)c4ccc(N(C)C)cc4)c(OC)cc(OC)c32)cc(OC)c1OC (stereo not given)
 : i	i
> CCOC(=O)c1cc(C)sc1NC(=O)CSc1nccn1C
 : i	i
> Cc1cccc(-c2nc(CS(=O)CC(=O)NCCCSC3CCCCC3)c(C)o2)c1 (stereo not given)
 : i	i
> Cc1cc(C)nc(Nc2ccc(C)c([N+](=O)[O-])c2)n1
 : i	i
> CCOc1ccc(Nc2nc(NCC3CCCO3)c3ccccc3n2)cc1 (stereo not given)
 : i	i
> O=C(c1ccccc1)c1ccccc1C(=O)N1CCN(C(=O)c2ccccc2)CC1
 : i	i
> COCCOC(=O)c1c(C)nc(SCC(=O)Nc2cccc3ccccc23)c(C#N)c1-c1ccco1
 : i	i
> O=C(/C=C/c1ccc(F)cc1)Nc1ccc(S(=O)(=O)N2CCOCC2)cc1
 : i	i
> COc1ccc(C2=NOC(C(=O)O)C2)cc1 (stereo not given)
 : i	i
> O=C1NC(=S)N/C1=C\c1ccccc1OCc1ccc(C(=O)O)cc1
 : i	i
> COc1cc(/C=N/NC(=Nc2ccc(C)cc2)c2nc3ccccc3s2)ccc1O
 : i	i
> Cc1cc(C)n(C(=O)C23CC4CC(CC(C4)C2)C3)n1
 : i	i
> CC(=O)N1CCN(S(=O)(=O)c2cccc(C(=O)N(Cc3ccccc3)c3cccc(C)c3)c2)CC1
 : i	i
> CC(NC(=O)c1ccccc1)c1ccc(F)cc1 (stereo not given)
 : i	i
> N#C/C(=C\c1ccc([N+](=O)[O-])o1)C(=O)Nc1ccc(F)cc1
 : i	i
> CCc1nc(-c2ccc(-c3ccc(OC)cc3)nc2OC)no1
 : i	i
> COc1ccccc1NS(=O)(=O)c1cccc(C(=O)N/N=C/c2ccccc2OCC(=O)O)c1
 : i	i
> Brc1c(CSc2nncc3ccccc23)nc2ccccn12
 : i	i
> Cc1csc(CNC(=O)CC2C(=O)NCCN2Cc2ccc(F)cc2Cl)n1 (stereo not given)
 : i	i
> O=C(Nc1cccc(S(=O)(=O)C(F)F)c1)c1ccc(S(=O)(=O)N2CCCCC2)cc1
 : i	i
> CNc1oc(-c2ccc(OCc3ccccc3)cc2)nc1C#N
 : i	i
> CC(CCc1ccccc1)NC(=O)CN1CCN(c2ccccc2)CC1 (stereo not given)
 : i	i
> COc1ccc(CCNC(=O)C(=O)NCC2CCCO2)cc1 (stereo not given)
 : i	i
> O=C(/C=C/c1ccc(F)cc1)NCCCn1ccnc1
 : i	i
> COc1ccc(Cc2nc3ccc(C(=O)N4CCCC4)cc3o2)cc1
 : i	i
> Cn1cccc1Cc1nnc(SCC(=O)Nc2ccc(F)cc2)n1-c1ccc(F)cc1
 : i	i
> CCNC(=S)NCc1ccc2[nH]c(C)cc2c1
 : i	i
> CC(NC(=O)CNC(=S)N(Cc1ccccc1)Cc1cccnc1)c1ccccc1 (stereo not given)
 : i	i
> Cc1ccc(C(=O)COC(=O)CCCC(=O)NC2CCCCC2)cc1[N+](=O)[O-]
 : i	i
> COc1cc(C(=O)Nc2ccc3nc4n(c(=O)c3c2)CCCCC4)cc(OC)c1OC
 : i	i
> O=C(Cn1cnc2ccccc2c1=O)c1ccc(OC(F)F)cc1
 : i	i
> COc1ccc(NC(=O)c2ccc([N+](=O)[O-])o2)cc1
 : i	i
> O=C(O)c1ccccc1-c1ccccc1C(=O)Nc1ccc2c(c1)[nH]c(=O)c1ccccc12
 : i	i
> CN1c2cccc3cccc(c23)N(C)C1c1cccs1
 : i	i
> CCCc1nnc(NC(=O)CSc2ncn[nH]2)s1
 : i	i
> COCCn1c(SCC(=O)N2CCc3ccccc32)nc2c(c1=O)SC(C)C2 (stereo not given)
 : i	i
> N#Cc1c(OCC(=O)c2ccccc2)nc2c(c1-c1ccco1)CCc1ccccc1-2
 : i	i
> COc1cccc(NC(=O)CN2C(=O)CSc3ccc(S(=O)(=O)N4CCC(C)CC4)cc32)c1
 : i	i
> CCCN(CCC)CCCNC(=O)CN1C(=O)CSc2ccc(S(=O)(=O)N3CCOCC3)cc21
 : i	i
> O=C(CN(C(=O)c1csnn1)c1cccc2c1CCCC2)NCc1ccc(F)cc1
 : i	i
> O=C(O)c1[nH]c2ccccc2c1CC(=O)N1CCN(c2ccccc2)CC1
 : i	i
> COc1ccc(NC(=O)CN(C)C(=O)c2cn(-c3ccccc3)nc2-c2cccnc2)cc1
 : i	i
> CCOc1ccc(-c2cccc(NC(=O)COc3ccccc3)c2)nn1
 : i	i
> COc1ccc(C)cc1NC(=O)CN1C(=O)CSc2ccc(S(=O)(=O)N3CCCC3)cc21
 : i	i
> O=C(NC(=S)Nc1ccc2c(c1)OCCO2)c1cccc2ccccc12
 : i	i

New compounds follow.
SMILES | CHT inh | CHT PAM
O=C1c2ccc(Br)cc2C(=O)N1c1ccc(Cl)cn1 | i | i
Cc1ccc(S(=O)(=O)NNC(=S)Nc2c(Cl)cccc2Cl)cc1 | i | i
CC(=O)Nc1ccc(N(C(=O)c2cnccn2)C(C(=O)NC2CCCCC2)c2ccc(F)cc2)cc1 (stereo not given) | i | i
COc1ccc(/C=N/NC(=O)c2c(C)nc3ccccn23)cc1[N+](=O)[O-] | i | i
O=C1CCC(C(=O)Nc2ccccc2N2CCCC2)=NN1 | i | i
CCn1c(SCC(=O)N2CCC(C)CC2)nnc1-c1ccc(S(=O)(=O)N2CCN(C)CC2)cc1 | i | i
O=C(COc1cc(Cl)ccc1Cl)Nc1nnc(CC(=O)N2CCOCC2)s1 | i | i
CCOC(=O)c1[nH]c2ccccc2c1NC(=O)c1ccc(S(=O)(=O)N2CCCC2)cc1 | i | i
Cc1c(NC(=O)c2c(F)c(F)c(F)c(F)c2F)c(=O)n(-c2ccccc2)n1C | i | i
COc1ccc(-n2c(=O)cc(N3CCN(c4ccccc4F)CC3)[nH]c2=O)cc1 | i | i
CCCOP(=O)(c1ccc(N(C)C)cc1)C(O)c1ccc(Br)cc1 (stereo not given) | -5.77* | i
Cc1csc(N/N=C/c2c(F)cccc2Cl)n1 | i | i
CC(=O)c1cccc(NC(=O)CN2CCc3cc4c(cc3C2C)OCCCO4)c1 (stereo not given) | i | i
COc1ccc(NC(=O)CSc2nnc(Cc3cccs3)n2-c2ccc(C)cc2)cc1 | i | i
Cc1cc([N+](=O)[O-])ccc1NC(=O)c1cccc(NC(=O)C(C)C)c1 | i | i
Cc1cc(C)c(NC(=O)C2CCCO2)c(C)c1 (stereo not given) | i | i
N/C(CSc1nc(-c2ccccc2)c(-c2ccccc2)o1)=N\O | i | i
O=C(Nc1ccc([N+](=O)[O-])cc1)Nn1cnnc1 | i | i
Cc1nn(CCCC(=O)Nc2nccs2)c(C)c1[N+](=O)[O-] | i | i
CCC(=O)NC(=S)NNC(=O)c1ccc(NC(=O)c2ccccc2)cc1 | i | i

An excerpt of these results, with each value named:
Molecule: O=C1NC(=S)N/C1=C\c1ccccc1OCc1ccc(C(=O)O)cc1
  CHT inh = i
  CHT PAM = i

Molecule: COc1cc(/C=N/NC(=Nc2ccc(C)cc2)c2nc3ccccc3s2)ccc1O
  CHT inh = i
  CHT PAM = i

Molecule: Cc1cc(C)n(C(=O)C23CC4CC(CC(C4)C2)C3)n1
  CHT inh = i
  CHT PAM = i

Molecule: CC(=O)N1CCN(S(=O)(=O)c2cccc(C(=O)N(Cc3ccccc3)c3cccc(C)c3)c2)CC1
  CHT inh = i
  CHT PAM = i

(further entries)
SMILES | CHT inh | CHT PAM
CCc1noc(C)c1C(=O)Nc1cccc(S(=O)(=O)N2CCCCCC2)c1 | i | i
O=C(NCc1cccc(CNC(=O)C(=O)NCc2ccco2)c1)C(=O)NCc1ccco1 | i | i
Cn1cc(CCC(=O)NCc2ccc(Cl)cc2)c2ccccc21 | i | i
O=C(NC(=S)Nc1cccc2cccnc12)c1cccs1 | i | i
COCc1nnc(NC(=O)CSc2ccc(C)cc2)s1 | i | i
COc1ccc(S(=O)(=O)NCCN2CCOCC2)c(C)c1C | i | i
COC(=O)c1cc(S(=O)(=O)N2CCCC(C)C2)c[nH]1 (stereo not given) | i | i
COc1ccccc1C(=O)COC(=O)Cn1c(C)csc1=O | i | i
COc1ccc(CN(CC2CCCO2)C(=O)c2cc3sccc3n2C)c(OC)c1 (stereo not given) | i | i
O=C(Nc1cccc(-c2nc3ncccc3o2)c1)c1ccco1 | i | i
Cc1c(C(=O)N2CCN(c3ccc(F)cc3)CC2)sc2ncnc(N3CCN(c4ccccn4)CC3)c12 | i | i
Cn1c(=O)c2c(-c3ccccc3)n(CCCN3CCOCC3)cc2n(C)c1=O | i | i
OC(c1nc2ccccc2[nH]1)C(O)c1nc2ccccc2[nH]1 (stereo not given) | i | i
CCOC(=O)c1[nH]cnc1C(=O)NCc1ccccc1 | i | i
Cc1nc(-c2ccccc2)sc1C(=O)Nc1ccc(S(N)(=O)=O)cc1 | i | i
CCC1(C)Cc2c(sc3nc(NN)n(C)c(=O)c23)CO1 (stereo not given) | i | i
Cc1ccc(S(=O)(=O)c2ccc(Cl)cc2)cc1S(=O)(=O)NC(C)C(=O)O (stereo not given) | i | i
Cc1c(NC(=O)Nc2ccccc2Cl)c(=O)n(-c2ccccc2)n1C | i | i
CN(CCC#N)c1ccc(/C=C(\C#N)c2ccccn2)cc1 | i | i
O=C1CN(C(=O)COc2ccc(F)cc2Cl)c2ccccc2N1 | i | i
CN(C)CCNC(=O)c1ccc(CS(=O)(=O)c2c(Cl)cccc2Cl)o1 | i | i
C/C(=N\N=C1\NC(=O)CC(C(=O)O)S1)c1ccc(F)cc1 (stereo not given) | i | i
Cc1ccc(-c2nnc(SCc3ccc(C#N)cc3)n2Cc2ccco2)cc1 | i | i
CC(=O)N(C)c1ccc(NS(=O)(=O)c2cc(Cl)ccc2Cl)cc1 | i | i
CCOc1ccc(NC(=O)CCc2nnc3ccc(N4CCC5(CC4)OCCO5)nn23)cc1 | i | i
Cc1ccc(OCCCC(=O)Nc2ccc(Br)cc2)cc1 | i | i
COc1ccc(/C=C/c2nc3ccccc3c(=O)o2)cc1 | i | i
CCOc1ncccc1C(=O)NNC(=O)c1cccc(S(=O)(=O)Nc2ccc(OC)cc2)c1 | i | i
O=C(CSc1nnc(CNC(=O)c2cccs2)o1)Nc1cccc(F)c1 | i | i
Clc1ccc2c(NNc3ccccc3Cl)ccnc2c1 | i | i
C=CCN1C(=O)CN=C1Nc1cc(C)cc(C)c1 | i | i
Clc1ccc(Sc2oc(/C=N/n3cnnc3)cc2Br)cc1 | i | i
Cc1c(NC(=O)c2cccs2)cccc1NC(=O)c1cccs1 | i | i
CCN(c1cccc(C)c1)S(=O)(=O)c1ccc(OC)c([N+](=O)[O-])c1 | i | i
COc1ccccc1OCCn1cc(/C=C(\C#N)C(=O)NCc2ccco2)c2ccccc21 | i | i
CC(C)CN1CCC(=O)N([C@H](CN=[N+]=[N-])Cc2ccccc2)CC1 | i | i
Cc1ccc(S(=O)(=O)CCSc2n[nH]c(=O)n2-c2ccc3c(c2)OCCO3)cc1 | i | i
CCCc1[nH]n(-c2ccc([N+](=O)[O-])cc2)c(=O)c1C=NCCCn1ccnc1 | i | i
CCCn1c(=O)c(C(=O)NNC(=O)c2ccc(Cl)cc2Cl)c(O)c2ccccc21 | i | i
CCN1CCCC1CNC(=O)c1cc([N+](=O)[O-])c(N(C)C)cc1OC (stereo not given) | i | i
CCS(=O)(=O)CCSc1nc2ccccc2s1 | i | i
Cc1cc(C(=O)COC(=O)c2ccc[nH]c2=O)c(C)n1CCc1ccc(F)cc1 | i | i
O=C(Nc1ccc(NC(=O)c2ccccc2Br)cc1)c1ccccc1 | i | i
OC(CSc1ccccc1Cl)CN1CCN(c2ccccc2F)CC1 (stereo not given) | i | i

Record cards (already shown).
Profile of Cn1c(=O)c2c(-c3ccccc3)n(CCCN3CCOCC3)cc2n(C)c1=O = CHT inh: i; CHT PAM: i
Profile of O=C1c2ccc(Br)cc2C(=O)N1c1ccc(Cl)cn1 = CHT inh: i; CHT PAM: i
